Screening results (PubChem)
RGS4-Gao reg: modulates binding of RGS4 to human Galphao; 220,000 tested, 0.33% active; AID 1415; binding response (% of control), % at 10 µM; P09471; Multiplexed bead flow cytometry; actives lie on both sides; in the data active means binding response below about 49% or above about 150%; inactive means in between;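 further: fluorescent Galphao activated with aluminum fluoride binding bead-coupled RGS4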
Bcl-XL Bim block: disrupts Bim peptide binding to human Bcl-XL. Q07817. bead flow cytometry, fluorescence. inhibition, % at 10 µM. 190,000 tested, 0.04% active. AID 1007
Target sequence (Q07817 whole entry, looked up): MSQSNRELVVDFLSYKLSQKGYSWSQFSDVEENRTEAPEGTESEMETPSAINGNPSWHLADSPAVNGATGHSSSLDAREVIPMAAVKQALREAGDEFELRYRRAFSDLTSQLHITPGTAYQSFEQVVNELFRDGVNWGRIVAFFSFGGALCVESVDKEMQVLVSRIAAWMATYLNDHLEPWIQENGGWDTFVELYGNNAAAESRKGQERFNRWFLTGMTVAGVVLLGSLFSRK
Bim-Bcl-W: disrupts Bim peptide binding to human Bcl-W | AID 952 | inhibition, % at 10 µM | 190,000 tested, 0.02% active | Q92843 | bead-based flow cytometry;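 further: 0% = bound tracer without compound and 100% = peptide blocker; higher means less fluorescent Bim peptide bound to Bcl-W beads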
Target sequence (Q92843 whole entry, looked up): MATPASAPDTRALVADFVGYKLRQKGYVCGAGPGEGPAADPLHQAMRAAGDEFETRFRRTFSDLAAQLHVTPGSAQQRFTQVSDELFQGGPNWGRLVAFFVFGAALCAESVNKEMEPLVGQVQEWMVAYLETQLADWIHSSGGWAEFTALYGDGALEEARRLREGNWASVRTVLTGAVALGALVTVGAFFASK
Bim-Mcl-1: disrupts Bim peptide binding to human Mcl-1; Q07820; Bead-based flow cytometry, Bim peptide-Mcl-1 binding; inhibition, % at 10 µM; 190,000 tested, 0.1% active; AID 1009;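 further: 0% = no compound tracer wells and 100% = peptide blocker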
Target sequence (Q07820 whole entry, looked up): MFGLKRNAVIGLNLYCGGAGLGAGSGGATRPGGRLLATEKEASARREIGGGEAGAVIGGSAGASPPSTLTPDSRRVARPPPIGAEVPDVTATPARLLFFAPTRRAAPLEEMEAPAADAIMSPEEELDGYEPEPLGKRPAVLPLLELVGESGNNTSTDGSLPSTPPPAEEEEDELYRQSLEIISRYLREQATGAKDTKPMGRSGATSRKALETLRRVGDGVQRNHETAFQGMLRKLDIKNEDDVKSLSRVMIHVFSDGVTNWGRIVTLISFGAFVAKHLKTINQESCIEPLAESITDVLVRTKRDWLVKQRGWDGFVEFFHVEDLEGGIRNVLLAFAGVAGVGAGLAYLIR
Mcl1 Bid PPI: Mcl-1/Bid interaction inhibition. TR-FRET Mcl-1/Bid-Dy647 peptide binding, 1536-well. 220,000 tested, 0.97% active. Q07820. inhibition, % at 21.7 µM;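 active means compounds that cut the binding signal by more than half at the single screening dose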;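 further: His-tagged Mcl-1 with europium anti-His antibody binding Bid BH3 peptide; 0% = Mcl-1 plus peptide wells and 100% = peptide-only wells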
RGS8-Gao reg: regulators of human RGS8-Galphao interaction | AID 1423 | response (percent of control binding), % at 10 µM | multiplexed bead flow cytometry, RGS8-Galphao binding; actives lie on both sides | 220,000 tested, 0.34% active | P09471; in the data active means response below about 60% or above about 140%; inactive means in between;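 further: Galphao activated as the GDP aluminium fluoride complex binding bead-coupled RGS8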
GSH bead fluor: GSH bead compound fluorescence profile; fluorescence (KMESF) at 10 µM; 190,000 tested, 0.25% active; GSH beads flow cytometry, compound fluorescence 488/530 nm; hits give high values; in the data active means fluorescence above about 89;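 further: glutathione beads carrying GST-tagged Bcl family fusion proteins plus one bare bead set; values are compound well signal with DMSO vehicle wells as background; inactives centre near 16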
Bim-Bcl-B: human Bim-Bcl-B interaction inhibition | bead-based flow cytometry, Bim peptide-Bcl-B binding | inhibition, % at 10 µM | 190,000 tested, 0.073% active | AID 951;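 further: 0% = tracer peptide without compound and 100% = reference inhibitor peptide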
Bim-Bcl-2: disrupts Bim peptide binding to human Bcl-2. inhibition, % at 10 µM. Bead-based flow cytometry, Bim peptide-Bcl-2 binding. P10415. 190,000 tested, 0.06% active; in the data active means inhibition above about 40%; inconclusive means no clear call, values can overlap the other calls;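 further: 0% = no compound wells with probe peptide and 100% = reference peptide inhibitor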
Target sequence (P10415 whole entry, looked up): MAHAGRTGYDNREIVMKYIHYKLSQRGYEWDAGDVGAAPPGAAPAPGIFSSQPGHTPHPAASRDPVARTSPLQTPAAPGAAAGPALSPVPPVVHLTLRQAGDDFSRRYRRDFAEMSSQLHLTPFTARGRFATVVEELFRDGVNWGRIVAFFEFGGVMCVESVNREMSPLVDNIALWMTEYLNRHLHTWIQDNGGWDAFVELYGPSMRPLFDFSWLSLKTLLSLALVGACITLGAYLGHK
Bim-Bfl-1: human Bim-Bfl-1 interaction inhibition | inhibition, % at 10 µM | Bead-based flow cytometry, Bim-Bfl-1 binding inhibition | AID 1008 | 190,000 tested, 0.12% active | Q16548;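 further: 0% = wells without compound plus tracer and 100% = blocker peptide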
RGS7-Gao reg: human RGS7-Galphao interaction regulation; binding response (% of control), % at 10 µM; AID 1439; Multiplexed bead flow cytometry, RGS7-Galphao binding; actives lie on both sides; P09471; 220,000 tested, 0.35% active; in the data active means binding response below about 49% or above about 150%; inconclusive means no clear call, values can overlap the other calls; inactive means in between;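 further: fluorescent Galphao held in activated GDP-AlF4 state binding bead-coupled RGS7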
Numbers without * were called inactive; ? = inconclusive. Unless noted, no stated cut-off is given here; in the data, active means inhibition above about 40%.

SMILES | RGS4-Gao reg | Bcl-XL Bim block | Bim-Bcl-W | Bim-Mcl-1 | Mcl1 Bid PPI | RGS8-Gao reg | GSH bead fluor | Bim-Bcl-B | Bim-Bcl-2 | Bim-Bfl-1 | RGS7-Gao reg
CCc1nnc(NC(=O)CSc2nnc(-c3ccoc3C)n2CC(C)C)s1 | 102.2 | -8.0 | -7.0 | -10.0 | -13.7 | 101.6 | 24 | -4.0 | -4.0 | -11.0 | 100.8
O=C(CSc1nc2ccccc2n1CC(=O)N1CCCC1)Nc1ccc2c(c1)OCO2 | 93.5 | -4.0 | -1.0 | 2.0 | -35.2 | 96.2 | 8 | 1.0 | -3.0 | -10.0 | 94.2
CN(C)c1ccc(/C=N/NC(=O)c2ccco2)cc1 | 100.9 | -6.0 | -2.0 | -1.0 | -33.2 | 101.9 | 17 | -6.0 | -5.0 | -12.0 | 99.0
COc1cccc(NC(=O)c2cc(Cl)nnc2Cl)c1 | 102.7 | -1.0 | -1.0 | -2.0 | 0.3 | 102.3 | 14 | -3.0 | -1.0 | -4.0 | 101.2
CC(=O)c1ccc(OCC(=O)c2cc(C)n(-c3ccc4c(c3)OCO4)c2C)cc1 | 100.2 | -4.0 | -2.0 | -1.0 | -34.9 | 101.1 | 8 | -9.0 | -11.0 | -6.0 | 97.1
Cn1c(COc2ccccc2)nnc1SCC(=O)Nc1ccc2c(c1)OCO2 | 83.3 | -4.0 | -3.0 | -2.0 | -49.4 | 77.1 | 9 | -6.0 | -4.0 | 1.0 | 84.9
CCCNC(=O)c1cccc(NC(=O)C(C)C)c1 | 99.8 | 0.0 | -2.0 | 0.0 | -9.6 | 101.9 | 19 | 1.0 | -3.0 | -1.0 | 94.9
CCOC(=O)c1c(NCc2ccc3c(c2)OCO3)c2ccccc2[nH]c1=O | 101.0 | 4.0 | 3.0 | 0.0 | 2.1 | 100.9 | 42 | -10.0 | -8.0 | -12.0 | 105.9
CC(=O)OCCNc1cc(SCc2ccco2)c2nonc2c1[N+](=O)[O-] | 145.2 | -5.0 | 2.0 | -1.0 | -16.9 | 135.0 | 9 | -11.0 | -1.0 | 13.0 | 145.7
COc1cc(OC)cc(-c2cc3nc(C)c(CCC(=O)O)c(=O)n3[nH]2)c1 | 100.8 | 1.0 | 3.0 | 2.0 | -11.8 | 100.4 | 18 | 0.0 | -5.0 | -9.0 | 104.0

Some of the entries above in a different format:
Results follow in this order: RGS4-Gao reg | Bcl-XL Bim block | Bim-Bcl-W | Bim-Mcl-1 | Mcl1 Bid PPI | RGS8-Gao reg | GSH bead fluor | Bim-Bcl-B | Bim-Bcl-2 | Bim-Bfl-1 | RGS7-Gao reg
CN(C)c1ccc(/C=N/NC(=O)c2ccco2)cc1
 : 100.9 | -6.0 | -2.0 | -1.0 | -33.2 | 101.9 | 17 | -6.0 | -5.0 | -12.0 | 99.0
O=C(CSc1nc2ccccc2n1CC(=O)N1CCCC1)Nc1ccc2c(c1)OCO2
 : 93.5 | -4.0 | -1.0 | 2.0 | -35.2 | 96.2 | 8 | 1.0 | -3.0 | -10.0 | 94.2
CCOC(=O)c1c(NCc2ccc3c(c2)OCO3)c2ccccc2[nH]c1=O
 : 101.0 | 4.0 | 3.0 | 0.0 | 2.1 | 100.9 | 42 | -10.0 | -8.0 | -12.0 | 105.9

Further entries.
SMILES | RGS4-Gao reg | Bcl-XL Bim block | Bim-Bcl-W | Bim-Mcl-1 | Mcl1 Bid PPI | RGS8-Gao reg | GSH bead fluor | Bim-Bcl-B | Bim-Bcl-2 | Bim-Bfl-1 | RGS7-Gao reg
COc1cc(C)c(NC(=S)NCCCN2CCOCC2)cc1OC | 97.0 | -6.0 | -2.0 | -6.0 | -48.8 | 97.0 | 14 | -33.0 | -3.0 | 1.0 | ?
CCNC(=S)NNc1nncc2ccccc12 | 102.3 | -3.0 | -6.0 | -1.0 | -66.4 | 97.0 | 10 | -9.0 | -3.0 | -5.0 | 100.8
COC(=O)C(C)Oc1cc(OC(C)C(=O)OC)c2c(C)c(Cl)c(=O)oc2c1 (stereo not drawn) | 99.2 | 0.0 | 0.0 | 2.0 | -3.8 | 100.7 | 12 | -1.0 | 0.0 | -3.0 | 94.7
CCn1ncc(Br)c1C(=O)Nc1ccc(F)c([N+](=O)[O-])c1 | 100.2 | -1.0 | -1.0 | 0.0 | -32.8 | 100.5 | 9 | 0.0 | -1.0 | 0.0 | 98.8
CC(Cc1ccccc1)C(=O)N(C)Cc1ccccc1 (stereo not drawn) | 102.0 | -3.0 | -3.0 | -2.0 | 4.8 | 99.5 | 18 | -5.0 | -2.0 | 1.0 | 102.4
CCCCOc1ccc(S(=O)(=O)Nc2ccc(NC(C)=O)cc2)cc1 | 102.9 | -8.0 | 2.0 | -11.0 | -3.3 | 107.8 | 129* | -3.0 | -8.0 | -8.0 | 105.6
O=C(Nc1ccc(Br)cn1)c1ccc([N+](=O)[O-])o1 | 97.4 | 0.0 | 0.0 | -2.0 | -8.8 | 98.9 | 16 | -4.0 | -4.0 | -7.0 | 102.4
Cc1ccc(S(=O)(=O)N(CCO)Cc2cc3ccc(C)c(C)c3[nH]c2=O)cc1 | 99.2 | 0.0 | -4.0 | -2.0 | 6.6 | 99.9 | 19 | -2.0 | 0.0 | -1.0 | 97.1
Cc1ccc(CNC(=O)CCc2ccc(S(=O)(=O)NCC(C)C)cc2)cc1 | 92.6 | -1.0 | -1.0 | -1.0 | -13.6 | 96.5 | 12 | -6.0 | -4.0 | -6.0 | 89.4
CCN(CC)S(=O)(=O)c1ccc(-c2nnc(SCC(=O)Nc3nnc(C)s3)n2CC)cc1 | 102.0 | -8.0 | -4.0 | -7.0 | -34.7 | 98.8 | 26 | -10.0 | -16.0 | -19.0 | 97.8
CC(=O)Nc1ccc(OC(=O)c2cccnc2)cc1 | 107.1 | -6.0 | -3.0 | -2.0 | 11.1 | 106.4 | 15 | -5.0 | -9.0 | -4.0 | 103.2
COc1ccc(C2=CC(c3ccc(Cl)cc3)n3cnnc3N2)cc1OC (stereo not drawn) | 103.4 | 0.0 | 0.0 | -6.0 | -102.9 | 108.8 | 23 | 0.0 | 1.0 | 1.0 | 103.5
C/C(=N\NC(=O)c1ccc(CN(C)S(=O)(=O)c2ccc(C)cc2)cc1)c1ccc(OC(F)F)cc1 | 103.5 | -1.0 | -1.0 | -3.0 | 13.4 | 102.3 | 13 | -1.0 | -5.0 | -3.0 | 100.0
CCOC(=O)C1(Cc2cccc(OC)c2)CCN(Cc2csc(C(C)=O)c2)CC1 | 103.1 | -1.0 | -1.0 | -3.0 | -6.9 | 108.4 | 17 | -2.0 | -3.0 | -2.0 | 101.9
COc1ccc(NC(=O)c2ccc(S(=O)(=O)C(F)F)cc2)c(OC)c1 | 97.4 | -2.0 | 0.0 | 0.0 | -23.8 | 97.4 | 14 | 0.0 | -1.0 | -6.0 | ?
CCCCNS(=O)(=O)c1ccc(NC(=O)Cc2ccccc2[N+](=O)[O-])cc1 | 103.0 | -3.0 | -7.0 | -3.0 | -3.5 | 102.0 | 10 | 0.0 | -4.0 | 2.0 | 101.7
O=C1CN(C(=O)COC(=O)c2cccnc2Cl)c2ccccc2N1 | 97.3 | -4.0 | 0.0 | 0.0 | -23.4 | 102.4 | 11 | -3.0 | -2.0 | -6.0 | 96.2
CCOC(=O)c1c(NC(=O)Cn2nc(C(F)(F)F)cc2C)sc(C)c1C | 107.2 | -7.0 | -4.0 | -4.0 | -18.5 | 103.9 | 16 | -13.0 | -3.0 | -12.0 | 102.7
O=C(CN1C(=O)c2ccccc2S1(=O)=O)N1CCN(c2ccccc2)CC1 | 100.4 | 2.0 | -1.0 | 0.0 | -25.8 | 94.9 | 37 | -2.0 | -3.0 | -2.0 | 102.8
Cc1ccccc1NC(=S)Nc1cccc([N+](=O)[O-])c1 | 102.1 | -3.0 | -1.0 | -1.0 | -57.9 | 102.6 | 22 | -1.0 | -2.0 | 2.0 | 99.8
COc1ccc(CCNC(=O)C2CCCN(c3nc(C)cc(C)n3)C2)cc1 (stereo not drawn) | 97.9 | -1.0 | 4.0 | 1.0 | 3.4 | 110.4 | 11 | -2.0 | 1.0 | 0.0 | 100.3
Cc1sc(NC(=O)c2cccs2)nc1-c1ccccc1 | 102.3 | -9.0 | -3.0 | -7.0 | 37.4 | 101.5 | 29 | -12.0 | -14.0 | -18.0 | 103.3
CCCc1nc2ccccc2c(=O)n1/N=C/c1ccc(O)c(O)c1 | 91.0 | 2.0 | 0.0 | -2.0 | -82.8 | 95.4 | 66 | -6.0 | -6.0 | -17.0 | 88.2
Cc1cc(C)n(-c2ccc(C(=O)Oc3ccc4c(c3)OCO4)cc2)n1 | 108.3 | 10.0 | -1.0 | -1.0 | -56.9 | 109.1 | 58 | -7.0 | -7.0 | -12.0 | 110.6
Cn1c(C(=O)NCCc2c[nH]c3ccccc23)cc2sccc21 | 105.4 | 1.0 | 3.0 | 1.0 | -17.4 | 105.2 | 27 | -6.0 | -3.0 | -8.0 | 101.7
COc1ccc(-c2cc(C(=O)NCCc3ccccc3)no2)cc1OC | 101.7 | 12.0 | 0.0 | 0.0 | -25.7 | 96.3 | 21 | 0.0 | 2.0 | -2.0 | 94.8
CC1CCN(S(=O)(=O)N2CCC(C(=O)NCCN3CCOCC3)CC2)CC1 | 102.1 | -7.0 | -6.0 | -5.0 | -22.0 | 103.4 | 33 | -11.0 | -6.0 | -10.0 | 100.4
O=C(NC1CCCCC1)C1CC(=O)N(CCc2ccccc2)C1 (stereo not drawn) | 97.8 | 0.0 | 1.0 | -104.0 | -23.7 | 100.6 | 38 | -34.0 | -11.0 | -9.0 | 103.0
Cc1[nH]n(CCC#N)c(=O)c1CC(=O)N1CCN(c2ccccc2)CC1 | 100.1 | 34.0 | 22.0 | 26.0 | 2.4 | 98.0 | 20 | 19.0 | 29.0 | 35.0 | 99.4
CCCCN(C)/C=N/c1c(C#N)cnn1-c1ccc(C)cc1 | 100.8 | 1.0 | -1.0 | 0.0 | -1.4 | 99.9 | 17 | 0.0 | -2.0 | -1.0 | 101.4
CCOC(=O)c1cccc(NC(=O)CCc2nc(-c3ccccc3F)no2)c1 | 100.5 | -3.0 | 2.0 | -1.0 | -9.3 | 99.9 | 37 | -8.0 | -11.0 | -10.0 | 103.0
CC1CCc2nc3ccc(S(=O)(=O)N4CCC(C(=O)NC5CCCC5)CC4)cc3c(C(=O)O)c2C1 (stereo not drawn) | 95.5 | -1.0 | 3.0 | -1.0 | -7.9 | 95.6 | 20 | 2.0 | 3.0 | -1.0 | 93.2
O=C(c1cc2ccccc2oc1=O)N(Cc1ccco1)Cc1cccs1 | 97.5 | 7.0 | 0.0 | -3.0 | -19.6 | 99.5 | 23 | -6.0 | -7.0 | -12.0 | 98.0
CCN(CC)Cc1cc2ccccc2c2c1COC2 | 98.2 | -2.0 | 0.0 | -1.0 | -36.5 | 101.4 | 4 | -6.0 | -7.0 | -10.0 | 96.3
CCOc1ccccc1NC(=O)c1ccc(Cl)c(NC(=O)CC(c2ccccc2)c2ccccc2)c1 | 111.5 | -1.0 | -1.0 | -1.0 | 13.9 | 111.4 | 46 | -4.0 | -4.0 | -5.0 | 108.5
NC(=S)Nc1cnc2ccccc2c1 | 99.4 | -5.0 | -2.0 | -2.0 | -17.1 | 103.4 | 35 | -11.0 | -5.0 | -15.0 | 99.8
Cc1cc(C)cc(NC(=S)NCCN(C2CCCCC2)C2CCCC2)c1 | 104.4 | -2.0 | 0.0 | 0.0 | -37.6 | 101.3 | 11 | -14.0 | -2.0 | -2.0 | 105.9
COc1ccc2[nH]c3c(=S)nc[nH]c3c2c1 | 98.5 | 3.0 | 8.0 | -3.0 | -47.4 | 100.1 | 12 | -40.0 | 4.0 | 12.0 | 104.7
